TR SRC2 fluor cs – Texas Red fluorescence interference in TRb-SRC2 counter-screen; Potency, µM (series often up to 106 µM), for the others: top-dose fluorescence change, negative = quenching; TRb/SRC2 Texas Red total fluorescence interference; AID 1479; 280,000 tested, 0.29% active; active = well fitted curve in either direction with a large enough effect; inconclusive = small, poorly fitted or top-dose-only effect
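Human TRb ligand-binding domain at 0.6 uM with 20 nM Texas Red SRC2 peptide in Tris buffer containing 1 uM T3 and 5% DMSO, incubated with compound 5 h at ambient temperature. Total fluorescence (555/632 nm) calculated as parallel + 2 × perpendicular.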
L3MBTL1 block – L3MBTL1 (human) inhibition | Q9Y468 | AlphaScreen L3MBTL1–H3K9me1 peptide binding | Potency, µM (series often up to 57.1 µM), without a hit: top-dose activity, negative = inhibition, usual class: inhibitors | 230,000 tested, 0.66% active | AID 485360; also: nearly all actives have a fitted effect of over 60% in size
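L3MBTL1 50 nM + b-AHA-H3(1-15)K9me1 75 nM, 30 min RT; compound added, 30 min RT; streptavidin donor/Ni-chelate acceptor beads 10 ug/mL each final, 30 min RT dark; AlphaScreen read.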
GAA spleen mod – inhibitors or activators of human alpha-glucosidase in spleen homogenate; human spleen homogenate, 4-MU-alpha-glucoside fluorescence; 240,000 tested, 0.006% active; Potency, µM (highest dose often 79.9 µM), inactives show at the top dose activity change, negative = inhibition, hits mostly inhibitors; P10253; AID 2112;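 also: 0% = enzyme with vehicle and -100% = no enzyme basal signal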
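AC50 values come from Hill-equation fits of concentration-response data, normalized to no-enzyme and full-activity controls. Enzyme source: 1 ug human spleen homogenate; 1 mM fluorogenic 4-MU glucoside, pH 5.0 citrate buffer, 37 C, 40 min.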
GAA inh – blocks human lysosomal alpha-glucosidase | Potency, µM (series often up to 76.9 µM), without a hit: at the top dose activity change, negative = inhibition, most hits filed as inhibitors | P10253 | AID 1466 | purified human GAA, 4-MU-alpha-glucoside fluorescence | 200,000 tested, 0.005% active;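 also: plate controls were uninhibited enzyme wells for no effect and no-enzyme background for full effect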
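Fluorescence at Ex 365/Em 440 nm from 4-methylumbelliferone reported enzyme activity after 20 min at room temperature. Reactions used 4 nM enzyme and 400 uM substrate at pH 5.0; curves fitted with the Hill equation.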
RECQ1 inh – blocks DNA unwinding by human RECQ1 | RECQ1 DNA unwinding, red fluorescence kinetic read | Potency, µM (titrated, usually from 57.3 µM), for inactives: at the highest dose activity, negative = inhibition, hits mostly inhibitors | 240,000 tested, 0.54% active;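 also: plate controls were vehicle for no effect and no enzyme for full effect; nearly all actives have a fitted effect of over 30% in size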
Target sequence (P46063 whole entry, looked up): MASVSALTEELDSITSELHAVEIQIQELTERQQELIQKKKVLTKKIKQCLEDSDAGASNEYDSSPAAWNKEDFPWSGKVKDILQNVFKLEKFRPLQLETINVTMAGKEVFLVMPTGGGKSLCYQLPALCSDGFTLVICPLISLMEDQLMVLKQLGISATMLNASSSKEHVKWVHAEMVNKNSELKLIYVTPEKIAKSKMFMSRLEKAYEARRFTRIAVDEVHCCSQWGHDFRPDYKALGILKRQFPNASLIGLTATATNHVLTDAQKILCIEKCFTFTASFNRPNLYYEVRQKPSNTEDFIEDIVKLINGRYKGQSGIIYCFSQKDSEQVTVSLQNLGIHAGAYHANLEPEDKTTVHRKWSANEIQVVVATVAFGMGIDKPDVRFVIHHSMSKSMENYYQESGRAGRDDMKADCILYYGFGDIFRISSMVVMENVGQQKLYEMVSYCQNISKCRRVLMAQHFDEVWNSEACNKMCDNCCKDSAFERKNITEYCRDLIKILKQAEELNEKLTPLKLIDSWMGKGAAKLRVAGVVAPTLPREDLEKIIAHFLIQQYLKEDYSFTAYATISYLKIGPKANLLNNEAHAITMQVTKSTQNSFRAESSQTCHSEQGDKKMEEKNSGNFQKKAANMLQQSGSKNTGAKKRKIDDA
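50 nM RECQ1T1 preincubated 15 min with compound in Tris pH 8.0 buffer with MgCl2, DTT, Tween-20 and 2.5 ug/ml poly(dI-dC); started with 200 nM TAMRA/BHQ-2 forked duplex and 2 mM ATP. Unwinding read as fluorescence (525/598 nm), two reads 2 h apart.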
RGS12 GoLoco inh – inhibitors of human Gai1-RGS12 GoLoco interaction (red fluorophore). Gai1:RGS12 GoLoco peptide FP, rhodamine, 10 min. 230,000 tested, 0.44% active. AID 880. Potency, µM (highest dose often 61.6 µM), without a hit: at the top dose activity, negative = inhibition, actives largely listed as inhibitors; active = well fitted inhibition curve with a large enough effect, not every such curve was filed as active; inactive = no such curve, though single readings can be large or run the other way; also: nearly all actives have a fitted effect of over 30% in size; many of its hits are not listed in these tables
Target sequence (P63096 whole entry, looked up): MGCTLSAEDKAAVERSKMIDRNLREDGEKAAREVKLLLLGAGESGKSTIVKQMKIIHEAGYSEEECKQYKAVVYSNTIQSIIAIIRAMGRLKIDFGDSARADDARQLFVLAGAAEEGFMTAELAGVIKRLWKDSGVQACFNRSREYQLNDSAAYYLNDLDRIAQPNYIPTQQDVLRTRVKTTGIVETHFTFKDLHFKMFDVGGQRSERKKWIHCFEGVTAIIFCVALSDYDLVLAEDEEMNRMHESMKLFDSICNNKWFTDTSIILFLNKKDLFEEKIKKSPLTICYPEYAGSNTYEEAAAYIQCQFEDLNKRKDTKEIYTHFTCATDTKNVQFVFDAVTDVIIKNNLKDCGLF
TRb SRC2 PPI – inhibitors of human thyroid hormone receptor beta-SRC2 interaction; P10828; TRbeta-SRC2 peptide binding, fluorescence polarization; receptor liganded with 1 µM T3; Potency, µM (series often up to 106 µM), for inactives: top-dose activity change, negative = inhibition, usual class: inhibitors; 280,000 tested, 0.065% active;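 also: plate controls were bound peptide for no effect and peptide without receptor for full effect; nearly all actives have a fitted effect of over 50% in size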
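Polarization signal, normalized between peptide-alone and full complex controls, measured compound effects on T3-liganded human TRb LBD (0.6 uM) binding 20 nM Texas Red SRC2 peptide after 5 hr.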
GAA glycogen – alters human alpha-glucosidase cleavage of glycogen; P10253; recombinant GAA, glycogen substrate, Amplex Red glucose oxidase fluorescence; Potency, µM (series often up to 76.4 µM), for the others: at the top dose activity change, negative = inhibition, actives largely listed as inhibitors; 300,000 tested, 0.38% active;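 also: 0% = full enzyme reaction and -100% = no-enzyme basal signal; the screen sought inhibitors and activators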
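Natural-substrate format: glycogen cleavage by 4 nM human enzyme, glucose read by Amplex Red coupling (Ex 573, Em 610 nm). Normalized to enzyme and no-enzyme controls.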
* hit, by the source's call; i = inactive; ? = inconclusive; . = not tested or not shown; [ ] = dose if it differs, or a comment. Unless noted, calls follow the shape of the dose curve; as a rule, active = well fitted curve in the direction sought with a large enough effect; inconclusive = small, poorly fitted or top-dose-only effect, or another doubt; inactive = no such curve, though single readings can be large; an effect the other way counts as inactive or inconclusive. Unless noted, % is scaled to controls: 0 for no effect and ±100 for the full control effect; potency is read from the fitted curve at half-maximal effect. A portion of the library. The share of hits here may be higher or lower than overall.

no.	compound	TR SRC2 fluor cs	L3MBTL1 block	GAA spleen mod	GAA inh	RECQ1 inh	RGS12 GoLoco inh	TRb SRC2 PPI	GAA glycogen
1	C=CCN(CC=C)c1nc2ccccc2nc1C(C#N)C(=O)OC(C)C (stereo not drawn)	1%	-13%	9%	10%	-4%	8%	-4%	-22%
2	OCCC1CN(Cc2ccccc2OC2CCCC2)CCN1Cc1ccsc1 (stereo not drawn)	0%	-15%	7%	-4%	-6%	-4%	-3%	13%
3	O=C(c1ccc(N2CCCC2=O)cc1)N1CCN(c2ccccc2)CC1	0%	7%	-12%	-7%	-19%	2%	-5%	3%
4	Cc1cccc(OCc2n[nH]c(=S)o2)c1	-6%	3%	-9%	-11%	-7%	3%	2%	-4%
5	Fc1ccc(CSc2nnc(-c3cccs3)o2)cc1	-2%	15%	2%	-2%	-1%	-12%	9%	-1%
6	CCOC(=O)N1CC=C2C(C#N)=C(N)C(C#N)(C#N)[C@H](c3cccs3)C2C1 (stereo partly drawn)	-6%	6%	6%	4%	-2%	11%	8%	3%
7	Cc1ccc(NC(=O)COC(=O)CCc2ccc(S(=O)(=O)N3CCOCC3)cc2)c(C)c1	1%	9%	5%	-5%	i	5%	5%	-3%
8	CCOc1ccc(S(=O)(=O)NCCCN2CCOCC2)cc1	2%	.	0%	1%	-5%	5%	-13%	3%
9	CCn1c(SCC(=O)Nc2ccc(C)cc2)nc2nc3c(cc2c1=O)CCCC3	1%	1%	-2%	5%	-11%	7%	4%	17%
10	Cn1c(SCC(=O)N/N=C/C=C/c2ccccc2[N+](=O)[O-])nc2ccccc21	-7%	11%	-6%	1%	12%	3%	-2%	-6%
11	CC(C)CNC(=O)c1cccc(NC(=O)COc2ccc([N+](=O)[O-])cc2)c1	-1%	1%	0%	-10%	1%	-1%	-8%	9%
12	NNC(=S)NC1CCCCC1	0%	-3%[11.4 µM]	-7%	1%	i	12%	-11%	?
13	CCC(=O)Nc1nonc1-c1nc2ccccc2n1N(C(=O)CC)C(=O)CC	-1%	-11%	-10%	-4%	-3%	29%	6%	9%
14	CCC(C)(C)NC(=O)C(c1ccc(OC)cc1)N(Cc1cccs1)C(=O)CCC(=O)Nc1cc(C)on1 (stereo not drawn)	0%	?	2%	-10%	i	7%	-14%	-4%
15	Cc1cc(C)c(C#N)c(SCc2cn3ccccc3n2)n1	1%	-14%	3%	0%	0%	3%	9%	7%
16	O=C(c1ccc(F)cc1)N1CCN(Cc2ccccc2Br)CC1	-1%	6%	-9%	-5%	-9%	3%	-8%	-5%
17	O=C(NCCN1CCCC1)C1(S(=O)(=O)c2ccc(Cl)cc2)CC1	0%	-19%	-8%	0%	-5%	0%	-5%	3%
18	CCOC(=O)c1cc2c(=O)n3ccccc3nc2n(CC2CCCO2)c1=NC(=O)/C=C/c1ccccc1 (stereo not drawn)	-5%	11%	?	?	2%	-6%	-7%	-8%
19	COC(=O)c1ccc2c(c1)NC(=O)C(N1CCCC1)S2 (stereo not drawn)	-1%	4%	-1%	5%	-7%	1%	-1%	5%
20	O=C(O)c1cccc(NS(=O)(=O)c2ccc3c(c2)OCCCO3)c1	-1%	1%	2%	6%	i	-2%	-4%	-1%
21	Cc1nn(-c2ccccc2)c(Cl)c1/C=N/Nc1nc2ccccc2n1C	-3%	-1%	1%	?	4%	0%	-4%	1%
22	COC(=O)Cn1ncc(N2C3CC(CC(C)(C)C3)C2C)c(Cl)c1=O (stereo not drawn)	-1%	-1%	-7%	8%	-1%	-11%	-4%	7%
23	CCOc1[nH]n(-c2ccc(Cl)cc2)c(=O)c1C=Nc1ccc(OC)cc1	-1%	-1%	2%	0%	i	4%	0%	8%
24	Cc1ccnc2nc(C(=O)OCC(=O)Nc3ccccc3C(C)(C)C)nn12	0%	.	4%	2%	i	0%	6%	-1%
25	CCCCn1c(=O)[nH]c(=O)c2c1nc(COC(=O)c1c(C)noc1C)n2CCC	-1%	-6%	9%	1%	-2%	17%	-17%	-6%
26	Cc1cc(C)n(C(=O)c2ccccc2[N+](=O)[O-])n1	-2%	2%	4%	-3%	-6%	5%	3%	10%
27	Cc1ccc2c(c1)C(c1ccncc1)=NNC(c1ccccc1)=N2	-3%	-14%	-2%	-5%	-2%	19%	1%	7%
28	CCN1CCN(CCCNC(=O)C(NC(=O)C2CCC(C)CC2)C(C)C)CC1 (stereo not drawn)	-2%	-1%	-22%	-14%	0%	3%	-17%	6%
29	COc1ccc(CNC(=O)/C=C/c2cc3c(cc2Br)OCO3)cc1	1%	3%	-10%	-5%	?	-15%	-11%	0%
30	COCCN(C(=O)CCC(=O)Nc1cccnc1)C(C(=O)NC1CCCCC1)c1ccccc1 (stereo not drawn)	-3%	4%	-12%	2%	-2%	-2%	-11%	0%
31	COc1ccc(CCN(Cc2cccs2)S(=O)(=O)c2ccc(S(=O)(=O)N3CCCCCC3)cc2)cc1OC	-1%	5%	-17%	5%	-7%	12%	-11%	-5%
32	COC(=O)c1ccc(NC(=O)C2CCCN2S(=O)(=O)c2ccc(F)cc2)cc1 (stereo not drawn)	1%	-1%	-2%	-6%	-1%	2%	11%	8%
33	Cc1ccc(O)c(-c2cc(-c3ccccc3F)[nH]n2)c1	1%	.	0%	-7%	i	-6%	3%	0%
34	CCOc1ccc(/C=N/OCC(=O)Nc2cc(C)on2)cc1	4%	2%	-1%	8%	-1%	-4%	9%	0%
35	CCOc1ccc(OCC)c(NC(=O)CSCC(=O)O)c1	0%	1%	5%	0%	-3%	.	8%	-12%
36	CCCn1c(CNC(=O)c2cccs2)nc2ccccc21	-3%	.	2%	-4%	-9%	3%	-12%	7%
37	O=C(NC1(C(F)(F)F)N=C2SCCN2C1=O)c1ccccc1F (stereo not drawn)	1%	-2%	1%	-5%	i	-6%	-7%	8%
38	O=C(CCCn1cc([N+](=O)[O-])cn1)N1CCCCC1	-2%	9%	.	1%	-3%	3%	5%	4%
39	Cc1cccc(/C=C2/SC(=O)N(Cc3ccccc3)C2=O)n1	-3%	.	4%	-11%	i	1%	2%	9%
40	O=C(N/N=C/c1cccc(F)c1)c1c(O)c2ccccc2[nH]c1=O	-2%	0%	1%	5%	-6%	-5%	1%	-10%

Some of the entries so far, with each value named:
35: CCOc1ccc(OCC)c(NC(=O)CSCC(=O)O)c1
  TR SRC2 fluor cs: 0%; L3MBTL1 block: 1%; GAA spleen mod: 5%; GAA inh: 0%; RECQ1 inh: -3%; RGS12 GoLoco inh: .; TRb SRC2 PPI: 8%; GAA glycogen: -12%

39: Cc1cccc(/C=C2/SC(=O)N(Cc3ccccc3)C2=O)n1
  TR SRC2 fluor cs: -3%; L3MBTL1 block: .; GAA spleen mod: 4%; GAA inh: -11%; RECQ1 inh: i; RGS12 GoLoco inh: 1%; TRb SRC2 PPI: 2%; GAA glycogen: 9%

34: CCOc1ccc(/C=N/OCC(=O)Nc2cc(C)on2)cc1
  TR SRC2 fluor cs: 4%; L3MBTL1 block: 2%; GAA spleen mod: -1%; GAA inh: 8%; RECQ1 inh: -1%; RGS12 GoLoco inh: -4%; TRb SRC2 PPI: 9%; GAA glycogen: 0%

Next section:
no.	compound	TR SRC2 fluor cs	L3MBTL1 block	GAA spleen mod	GAA inh	RECQ1 inh	RGS12 GoLoco inh	TRb SRC2 PPI	GAA glycogen
41	O=C(CN1C(=O)c2ccccc2C1=O)Nc1ccccc1F	-2%	11%	-6%	3%	3%	0%	0%	-10%
42	O=C1c2ccccc2C(=O)N1c1ccc(S(=O)(=O)N2CCN(c3ccccc3)CC2)cc1	-1%	-1%	4%	-13%	-4%	-4%	1%	1%
43	Cc1cccc2cc(COC(=O)c3cccnc3)c(=O)[nH]c12	-1%	7%	-7%	-22%	-4%	.	1%	9%
44	Cc1cccc2cc(C(c3nnnn3CC3CCCO3)N3CCCc4ccccc43)c(=O)[nH]c12 (stereo not drawn)	1%	3%	-3%	-7%	-4%	0%	4%	6%
45	COC(=O)C1=C(C)NC2=C(C(=O)c3ccccc32)C1c1ccc(-c2ccc(C(=O)O)cc2)o1 (stereo not drawn)	-4%	-24%	3%	0%	9%	18%	-6%	-11%
46	CCn1cc(S(=O)(=O)CC(=O)Nc2ccc3c(c2)OCO3)c2ccccc21	-2%	.	-2%	.	i	-2%	1%	7%
47	CCCN(CCC)CCNC(=O)C1CCCN(S(=O)(=O)c2ccc3c(c2)oc(=O)n3C)C1 (stereo not drawn)	-2%	18%	-7%	2%	6%	7%	-9%	0%
48	CCN(CC)S(=O)(=O)c1ccc2[nH]c(=O)cc(C(=O)Nc3cccc(C(C)=O)c3)c2c1	-4%	-5%	5%	2%	0%	14%	8%	-10%
49	CCNC(=O)CC1SC(=Nc2ccc(C)cc2)N(CC)C1=O (stereo not drawn)	1%	-2%	0%	?	-4%	-7%	-2%	11%
50	CCc1c(O)cc2n(c1=O)-c1ccc(Cl)cc1C2(C)C	-5%	-6%	-1%	-1%	-1%	7%	-6%	-2%
51	O=C(c1ccccc1Cl)N1CCC(n2cccc2)CC1	-4%	-3%	-3%	?	i	12%	0%	1%
52	O=C(NCc1ccncc1)c1cccc(Cn2cc(Br)cn2)c1	-2%	8%	3%	-5%	-2%	.	-2%	7%
53	Cc1cccc(OCCCC(=O)O)c1	-4%	.	1%	7%	-5%	1%	-1%	1%
54	CCS(=O)(=O)N1CCC(C(=O)NCCc2ccc(C)cc2)CC1	0%	27%[11.4 µM]	1%	-4%	9%	-12%	14%	-1%
55	CN1CCN(/C(=N\O)c2nonc2N)CC1	-5%	-24%	-3%	3%	-12%	-9%	11%	1%
56	CCN(CC)S(=O)(=O)c1cc(NS(=O)(=O)c2ccc(Cl)c(C(=O)O)c2)ccc1C	-3%	.	-1%	.	i	1%	5%	-7%
57	CCOC(=O)c1sc2nc(CC(=O)OC)nc(NCc3ccco3)c2c1C	19%	-13%	-4%	?	-28%	55%[activator]	-10%	-7%
58	COC(=O)c1c(-c2ccccc2)csc1NC(=O)C1CC=CCC1C(=O)O (stereo not drawn)	-5%	-1%	13%	-5%	i	4%	-4%	-2%

Screening results as filed in PubChem.
